Screening data: PubChem BioAssay, Small Molecule Screening Facility, UW Madison
SSB-PriA inh: inhibitors of Klebsiella pneumoniae PriA binding to SSB C-terminal tail, primary screen, biochemical, AlphaScreen; 430,000 tested, 0.6% active; PriA–SSB C-terminal tail interaction (Klebsiella pneumoniae); inhibition, % at 33 µM; AlphaScreen SSBct-PriA binding, biotinylated peptide; in the data active = inhibition mostly above about 37%, no sharp cut-off; inactive = mostly below about 20%;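 also: plate controls were negative control peptide for no effect and reference peptide for full effect; strong numbers were not always called active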
Active calls of the source: *; & = joins results of further samples.

SMILES	SSB-PriA inh
CN1CCc2cc(C(CNC(=O)NCc3ccccc3)N3CCCC3)ccc21 (stereo not given)	21
Cc1ccc2[nH]c3c(=O)n(CC(=O)NCc4ccncc4)cnc3c2c1	-5
CCSc1ccc(C(=O)Nc2nc(-c3ccc(F)cc3)cs2)cc1	-11
O=C(CSc1nc2scc(-c3ccccc3Cl)c2c(=O)n1-c1ccccc1)N1CCOCC1	-2
CC1CCC/C=C\C(=O)c2c(O)cc(O)cc2CC(=O)O1 (stereo not given)	-5
COc1ccccc1C(=O)N1CCN(c2nccn3nc4c(c23)CCCC4)CC1	-8
O=C(Cn1ncccc1=O)N1CC(Oc2nccs2)C1	-6
CC(C)OP(=O)(OC(C)C)C(C=O)=NNc1ccc([N+](=O)[O-])cc1	-9
COc1cc([N+](=O)[O-])cc(C=NNC(=O)c2cc(-c3ccccc3)nc3ccccc23)c1O	9
O=C(CSc1ncc(-c2ccc(F)cc2)o1)NCc1ccc2c(c1)OCO2	-16
CCOC(=O)C1CCN(Cc2cc(=O)oc3cc(C)cc(C)c23)CC1	-13
Oc1ccc2nc(N3CCCCC3)sc2c1	7
CCOc1ccc(-c2ccc(C)c(NC(=O)CC(C)C)c2)nn1	-16
Cn1nc(C2CCN(C(=O)c3ccccc3Br)CC2)n(-c2ccccc2)c1=O	-7
CCOC(=O)N1CCN(C(=O)Cn2c(-c3cccnc3)nc3ccccc32)CC1	-5
Cc1c(Cc2ccccc2)sc(N=Cc2ccc3ccccc3c2)c1C(N)=O	7
C=CCN1C(=O)C(C)(C)COc2cc(NS(=O)(=O)c3ccc(C)c(Cl)c3)ccc21	-2
CCOC(=O)c1ccccc1OCc1cc(C=Nn2cnnc2)ccc1OC	-1
COc1ccc(-c2nnc(NC(=O)COc3ccc4ccccc4c3)s2)c(OC)c1	-6
CNC(=O)CS(=O)(=O)C1CCN(C(=O)c2cc(OC)ccc2Br)CC1	-17
CCOc1ccc2cccc(NC(=O)c3ccc4nsnc4c3)c2n1	-5
CCOC(=O)N1CCC(Oc2ccc(C(F)(F)F)cn2)CC1	-8
COc1ccc(S(=O)(=O)Nc2ccc3c(c2)N(C)C(=O)C(C)(C)CO3)cc1OC	-8
COc1ccccc1-c1nc(C)c(-c2ccc(SCC(=O)N3CCOCC3)nn2)s1	-8
COc1ccccc1[C@H](CNC(=O)COc1ccc(Cl)cc1)OC	-9
Following part
SMILES	SSB-PriA inh
CC(C)c1nn(C(C)C)c(=O)c2c1cnn2C(C)(C)C	-31
CC(=O)c1sc2[nH]c(=S)[nH]c(=O)c2c1C	7
CCCS(=O)(=O)NCC1(c2cccs2)CCOCC1	-6
Cc1sc2nc[nH]c(=O)c2c1C	-25
CC(CCC(=O)N/N=C/c1c[nH]c2ccccc12)C1CCC2C3C(O)CC4CC(O)CCC4(C)C3CCC12C (stereo not given)	1
O=C1CCc2cc(S(=O)(=O)Nc3cccc(Cl)c3Cl)cc3c2N1CCC3	-13
CC(C)c1nnc(C2CCN(C(=O)c3ccccc3Cl)CC2)o1	-14
O=Cc1c(OCc2cn3cccnc3n2)ccc2ccccc12	7
O=C(CCCCO)CCCCCCCCC1NC(CO)C(O)C1O[C@@H]1OC(CO)C(O)C(O)C1O (stereo not given in full)	-18
CCCNC(=O)Cn1c(=O)c2c(N3CCN(C(=O)c4ccco4)CC3)c(C)cnc2n(C)c1=O	4
CCOC(=O)CN1C(c2cc(OC)c(OC)c(OC)c2)=Nc2ccc(Br)cc2C1c1ccccc1 (stereo not given)	-17
O=C(CCOc1ccccc1)Nc1nc2ccc(Br)cc2s1	0
COc1cccc(C(=O)N2C[C@H]3C[C@H](C2)c2cccc(=O)n2C3)c1	-15
CC(C)C(=O)NCCn1ncc2c(=O)n(Cc3ccccc3F)cnc21	-3
COc1ccc(C(=O)NCC(=O)NN=Cc2cccnc2)cc1OC	3
COc1cc(C(=O)NCC(=O)NN=C(C)Cc2ccccc2)cc(OC)c1OC	-3
O=C(NN=Cc1ccc([N+](=O)[O-])o1)c1ccccc1-n1cccc1	-7
C=CCn1c(CNc2ccc(Cl)c(Cl)c2)nnc1SCC(=O)N(c1ccccc1)C(C)C	-3
CCOc1ccccc1-c1cc(C(=O)N/N=C\c2c(Cl)cccc2Cl)[nH]n1	-5
CC(=NNC(=O)c1cccnc1)c1ccc(OC2OCCOC2Oc2ccc(C(C)=NNC(=O)c3cccnc3)cc2)cc1 (stereo not given)	-5
CCOC(=O)NN=C/C=C/c1ccccc1	3
COc1ccccc1N1COc2ccc3c(=O)c(-c4ccccc4)coc3c2C1	32*
NC(=O)c1ccc(NC(=O)C(=O)NCC(c2cccc3ccccc23)N2CCCC2)cc1 (stereo not given)	9
N#CC(=NNc1ccccc1)C(=N)N1CCCCCC1	4
Cc1onc(-c2ccccc2)c1C(=O)NN=Cc1cc2c(cc1Br)OCO2	-5

In the list so far, these contain sulfur.
SMILES	SSB-PriA inh
CCSc1ccc(C(=O)Nc2nc(-c3ccc(F)cc3)cs2)cc1	-11
O=C(CSc1nc2scc(-c3ccccc3Cl)c2c(=O)n1-c1ccccc1)N1CCOCC1	-2
O=C(Cn1ncccc1=O)N1CC(Oc2nccs2)C1	-6
O=C(CSc1ncc(-c2ccc(F)cc2)o1)NCc1ccc2c(c1)OCO2	-16
Oc1ccc2nc(N3CCCCC3)sc2c1	7
Cc1c(Cc2ccccc2)sc(N=Cc2ccc3ccccc3c2)c1C(N)=O	7
C=CCN1C(=O)C(C)(C)COc2cc(NS(=O)(=O)c3ccc(C)c(Cl)c3)ccc21	-2
COc1ccc(-c2nnc(NC(=O)COc3ccc4ccccc4c3)s2)c(OC)c1	-6
CNC(=O)CS(=O)(=O)C1CCN(C(=O)c2cc(OC)ccc2Br)CC1	-17
CCOc1ccc2cccc(NC(=O)c3ccc4nsnc4c3)c2n1	-5
COc1ccc(S(=O)(=O)Nc2ccc3c(c2)N(C)C(=O)C(C)(C)CO3)cc1OC	-8
COc1ccccc1-c1nc(C)c(-c2ccc(SCC(=O)N3CCOCC3)nn2)s1	-8
CC(=O)c1sc2[nH]c(=S)[nH]c(=O)c2c1C	7
CCCS(=O)(=O)NCC1(c2cccs2)CCOCC1	-6
Cc1sc2nc[nH]c(=O)c2c1C	-25
O=C1CCc2cc(S(=O)(=O)Nc3cccc(Cl)c3Cl)cc3c2N1CCC3	-13
O=C(CCOc1ccccc1)Nc1nc2ccc(Br)cc2s1	0
C=CCn1c(CNc2ccc(Cl)c(Cl)c2)nnc1SCC(=O)N(c1ccccc1)C(C)C	-3

Later entries
SMILES	SSB-PriA inh
Cc1ccc(-c2ccc(C=Nn3cnnc3)o2)cc1Cl	-4
Cn1ccc(C(=O)Nc2ccccc2S(C)(=O)=O)n1	-8&21
Cc1ccc(OCC(=O)NN=C/C=C/c2ccco2)cc1	-5
CCCc1cc(N2CCN(c3ccccc3)CC2)n2nc(C)c(-c3ccccc3)c2n1	-9
O=C(Cc1n[nH]c(=S)[nH]c1=O)c1cccs1	-1
CCOC(=O)c1ccc2nc(NC(=O)/C=C\c3cc(OC)c(OC)c(OC)c3)sc2c1	-2
O=C(NCCC(O)c1ccoc1)C(=O)NCC1CCCO1 (stereo not given)	-11
COc1cc(C=NNC(N)=O)c(Br)cc1OCC(=O)Nc1ccccc1C	0
O=C(c1cccs1)N1CCN(S(=O)(=O)c2cc3c4c(c2)CCN4C(=O)CC3)CC1	-9&2
COc1ccc(-c2ccc(=O)n(CCCNC(=O)c3sc(C)nc3C)n2)cc1	-2&0
Cc1ccc2sc(NNC(=O)COc3ccccc3)nc2c1C	17
Cc1ccc(NC(=O)CSc2ncc(-c3ccccc3)[nH]2)cc1F	-7
COc1ccc(C(=O)NN=C(C)CC(=O)Nc2ccc(N(C)C)cc2)c(OC)c1	14
O=C(NCc1ccccc1Cl)c1cn(Cc2ccc(NC(=O)C3CCCCC3)cc2)cn1	3
COC(=O)N1CCC(CNS(=O)(=O)c2cccnc2)CC1	-9
O=C(c1ccccc1Br)N1CC(c2nc(-c3cccc(C(F)(F)F)c3)no2)C1	-30
COc1ccc(S(=O)(=O)N2CCN(c3ccc(-c4ccco4)nn3)CC2)cc1OC	-6
O=C(c1c(F)cccc1F)N1Cc2cnc(N3CCOCC3)nc2C1	-8
CC1CCCC(C)N1CC(O)COc1ccccc1Cl (stereo not given)	-1
O=[N+]([O-])c1ccc(NN=Cc2ccccc2OCc2ccccc2)cc1	-4
O=C(NN=Cc1ccccc1)c1ccc(-c2ccccc2)cc1	6
COc1cccc(CNc2ccc(NS(=O)(=O)c3ccc(Cl)cc3)nn2)c1	-11&2
CS[C@H]1CCN(C(=O)Cc2ccccc2Cl)C1	-14
Cc1cc(C(=O)N2CC(C(=O)Nc3cccnc3)C2)no1	2
COC(=O)c1scc(-c2ccc(C)cc2)c1S(=O)(=O)Nc1ccc(F)cc1F	-3

An excerpt of these results, bar-delimited:
smiles | SSB-PriA inh
CCOc1ccccc1-c1cc(C(=O)N/N=C\c2c(Cl)cccc2Cl)[nH]n1 | -5
CC(=NNC(=O)c1cccnc1)c1ccc(OC2OCCOC2Oc2ccc(C(C)=NNC(=O)c3cccnc3)cc2)cc1 (stereo not given) | -5

Continuation.
SMILES	SSB-PriA inh
COCCNc1nc(SC)nc2c1cnn2CCN	-7
COC(C(=O)N1N=C(c2cccs2)CC1c1ccccc1O)c1ccccc1 (stereo not given)	7
O=C(NC1CCCCCC1)c1ccc(=O)[nH]n1	0
CCOc1ccc(-c2ccc(=O)n(CCCC(=O)Nc3ccccc3C(N)=O)n2)cc1	-13
O=C(CSc1cccc2cccnc12)Nc1ccc(Br)cc1	28
COc1ccc(N2CCN(CCNC(=O)c3ccc4c(c3)OCO4)CC2)cc1	-18
O=C(Nc1nc(C(=O)N2CCN(c3ccc(C(F)(F)F)cn3)CC2)co1)c1ccsc1	1
COc1ccc(-c2ccc(C)c(NC(=O)Cc3ccc(OC)c(OC)c3)c2)nn1	4
CCC(=NNC(=O)c1ccccc1O)c1c(C)[nH]n(-c2ccccc2)c1=O	-1
COc1cc(C=NNS(=O)(=O)c2ccc(C)c([N+](=O)[O-])c2)cc([N+](=O)[O-])c1O	-3
COc1ccccc1N1CCN(c2nc(Nc3ccc(C)cc3C)c3nccnc3n2)CC1	-9
O=C(NN=Cc1c(O)n(Cc2ccc(F)cc2)c(=S)[nH]c1=O)c1ccncc1	-10
COc1ccc(NC(=O)Cn2cc(-c3ccccc3C)c(N3CCOCC3)n2)cc1OC	-4
CC(=NNC(=O)c1nonc1N)c1cccs1	-7
Cn1nc(C(=O)NCC2Cc3ccccc3CO2)ccc1=O (stereo not given)	-23
O=C(NN=Cc1ccc(Oc2ccccc2)cc1)c1csnn1	9
CC(C)OC(=O)CN1N=C(C(=O)N2CCCC2)S(=O)(=O)c2ccccc21	-18
COc1ccc(CCNC(=O)CN2C(=O)N(C)C3(CCCCC3)C2=O)cc1OC	1
COc1cccc(-n2ccnc2SCC(=O)Nc2ccccc2C(F)(F)F)c1	44*
Cc1nc(C)c(C(=O)Nc2cc(N3CCC(C)CC3)ncn2)s1	4
COc1ncccc1CN	-17
O=C(NN=Cc1ccccn1)c1ccccc1	2
NC(Cc1ccc(Cl)cc1Cl)=NOC(=O)Cc1cccs1	-93
COc1cc(C=NNc2nc3c(c(=O)n(C)c(=O)n3C)n2Cc2ccccc2)ccc1OC(=O)c1ccco1	-3
O=C(NCC1CCN(c2nc3ccccc3s2)CC1)Oc1ccccc1	-17
The listing continues.
SMILES	SSB-PriA inh
c1ccc(-c2nnc(SCCSc3nnc(-c4ccccc4)n3-c3ccccc3)n2-c2ccccc2)cc1	4
CC(C)CC(NS(=O)(=O)c1ccc(C(C)(C)C)cc1)C(=O)O (stereo not given)	-18
Cc1ccccc1OCC(=O)NCC1CCN(Cc2cccs2)CC1	-6
COc1ccc(S(=O)(=O)NCC2CCN(Cc3ccccc3)CC2)cc1OC	-19&-3
COc1cc2ccccc2cc1C(=O)Nc1nnc(-c2cc(Cl)ccc2Cl)o1	-11
Cc1ccc(-c2ccc(N3CCN(C(=O)CC(C)C)CC3)nn2)cc1C	-7
Cc1ccccc1[C@@H]1CCN(C(=O)Cn2cccc2)CCS1	-7
O=C(NCC1CCN(Cc2cccs2)CC1)c1ccco1	-7
CN(C)CCCNC(=O)C(=NO)c1ccccc1	-5
CCOc1ccc(CC(=O)NCCn2ncc3c(=O)n(Cc4ccc(C)cc4)cnc32)cc1	8
O=C(Cn1cc(S(=O)(=O)c2ccccc2)c2ccccc21)Nc1ccc2c(c1)OCCO2	11
COc1ccc(S(=O)(=O)NC[C@]2(OC)CCSC2)cc1Cl	-8
CCOC(=O)c1ccc(NC(=O)c2ccc(=O)[nH]n2)cc1	-16
O=C(Cn1ccn(-c2ccc(F)cc2)c(=O)c1=O)Nc1cccc(Cl)c1	-4
Cc1cccc(C(=O)N2CCN(c3ccc(-n4cccc4)nn3)CC2)c1	-24
CC1CCC(C(C)C)C(OP(=O)(c2ccc(N(C)C)cc2)C(Nc2ccccc2)c2ccccc2)C1 (stereo not given)	-2
CCOC(=O)CNC(=O)CSc1nnc2[nH]c(=O)c(C)c(C)n12	-7
CC1CCN(C(=O)Cn2nc(C3CC3)c3cnn(-c4cccc(Cl)c4)c3c2=O)CC1	-3
O=C(NCC1(c2ccsc2)CCCC1)c1c(F)cccc1Cl	-15
OC1COCc2nc3ccccc3n2C1 (stereo not given)	-6
O=C(NN=Cc1ccc[nH]1)C1COc2ccccc2O1 (stereo not given)	0
O=C(NCCC(O)C1CC1)C1(c2cccs2)CCCC1 (stereo not given)	-3
O=C(NC1CCN(C(=O)c2cn(-c3ccc(Cl)cc3)nn2)CC1)C1CCCC1	-9
Cc1nc2ccc(NC(=O)C3CCCO3)cc2c(=O)n1-c1ccc(F)cc1 (stereo not given)	-4
CC1(C)Cc2cccc(OCC(=O)Nc3cc(C(F)(F)F)ccc3Cl)c2O1	-7
COc1ccc(Br)cc1C=NNc1cccc(C(=O)O)c1	4
C=CCn1c(SCC(=O)Nc2cccc([N+](=O)[O-])c2)nc2scc(-c3ccc(C)o3)c2c1=O	-11
CN(C)S(=O)(=O)c1ccc(C(=O)N(C(=O)N2CCCCC2)c2ccccc2)cc1	-11

Copied from the list:
CCOC(=O)c1ccc(NC(=O)c2ccc(=O)[nH]n2)cc1 in SSB-PriA inh is entered as -16
O=C(Cn1cc(S(=O)(=O)c2ccccc2)c2ccccc21)Nc1ccc2c(c1)OCCO2 in SSB-PriA inh is entered as 11

An excerpt; rates above refer to the full screens.
